5-HT1A blocker: human 5-HT1a receptor antagonists, primary screen, cell-based, CHO, Ga15 NFAT-bla reporter; 5-hydroxytryptamine receptor 1A (Homo sapiens), P08908; CHO 5-HT1a Ga15 NFAT-bla reporter, antagonist mode; inhibition, % at 10 µM; 62,000 tested, 0.68% active; AID 612, 2007;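 active = inhibition above the mean of all tested compounds plus 3 SD, cut at about 43% in these data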;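 also: receptor stimulated by 5-CT agonist at 100 nM near EC80; beta-lactamase reporter measured by ratiometric fluorescence of a cleavable substrate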
RORA act: activators of orphan receptor RORA, primary screen, cell-based, luminescence; AID 560, 2006; Nuclear receptor ROR-alpha (Homo sapiens), P35398; CHO-K1 Gal4-RORA LBD luciferase reporter; percent increase over mock-subtracted basal signal; 65,000 tested, 1.5% active; activation, % at 10 µM;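 active = activation above the mean of all tested compounds plus 3 SD, cut at about 49% in these data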;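 also: 0% = DMSO-treated RORA cells and 100% = added signal equal to DMSO minus mock-transfected cells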
Target sequence (P35398 whole entry, looked up, the tested form may be a part): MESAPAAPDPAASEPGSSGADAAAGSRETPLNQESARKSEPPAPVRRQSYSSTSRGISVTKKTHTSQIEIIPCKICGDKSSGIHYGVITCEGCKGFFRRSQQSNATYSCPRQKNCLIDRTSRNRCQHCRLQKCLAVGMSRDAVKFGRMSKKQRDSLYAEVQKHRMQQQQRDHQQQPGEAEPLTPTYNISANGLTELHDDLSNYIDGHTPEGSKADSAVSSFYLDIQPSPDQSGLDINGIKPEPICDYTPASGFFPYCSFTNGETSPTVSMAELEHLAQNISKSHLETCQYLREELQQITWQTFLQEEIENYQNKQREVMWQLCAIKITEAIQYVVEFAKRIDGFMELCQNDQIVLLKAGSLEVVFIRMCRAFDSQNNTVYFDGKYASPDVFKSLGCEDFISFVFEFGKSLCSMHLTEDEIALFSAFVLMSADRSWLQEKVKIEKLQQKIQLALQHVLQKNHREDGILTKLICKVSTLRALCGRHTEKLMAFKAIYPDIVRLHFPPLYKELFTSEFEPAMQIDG
HTR1E agonist: 5-HT1E receptor agonists, primary screen, cell-based, HTS; 5-hydroxytryptamine receptor 1E (Homo sapiens), P28566; CHO 5-HT1E Ga15 NFAT-bla reporter, FRET; 0% DMSO wells, 100% control agonist wells; activation, % at 6 µM; 65,000 tested, 0.69% active; AID 574, 2007;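 active = activation above a set limit, the screen-wide mean activation plus 3 SD, cut at about 8.5% in these data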;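 also: 100% = positive control agonist at 1 µM giving full maximal response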
SF1 activator: activators of human SF-1, primary screen, cell-based, CHO-K1, Gal4-SF-1 LBD, luciferase luminescence | activation, % at 10 µM | CHO-K1 Gal4-SF-1 LBD luciferase reporter; % increase over DMSO SF-1-specific signal | AID 522, 2006 | Steroidogenic factor 1 (Homo sapiens), Q13285 | 65,000 tested, 1.9% active;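 active = activation above the mean activation of all tested compounds plus 3 SD, cut at about 50% in these data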
Target sequence (Q13285 whole entry, looked up, the tested form may be a part): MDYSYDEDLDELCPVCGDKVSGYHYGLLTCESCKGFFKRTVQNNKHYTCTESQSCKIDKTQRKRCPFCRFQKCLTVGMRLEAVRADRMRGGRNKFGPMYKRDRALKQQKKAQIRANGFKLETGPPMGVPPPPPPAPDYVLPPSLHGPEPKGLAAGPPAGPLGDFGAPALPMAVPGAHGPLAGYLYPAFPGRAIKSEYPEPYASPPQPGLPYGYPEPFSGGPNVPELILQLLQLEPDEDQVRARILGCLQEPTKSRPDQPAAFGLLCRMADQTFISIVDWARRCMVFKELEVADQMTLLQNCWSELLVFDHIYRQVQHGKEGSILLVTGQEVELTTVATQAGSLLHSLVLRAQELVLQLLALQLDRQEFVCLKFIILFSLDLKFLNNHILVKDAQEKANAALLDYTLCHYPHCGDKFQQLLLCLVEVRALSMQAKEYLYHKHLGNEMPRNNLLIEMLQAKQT
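System: CHO-K1 cells with Gal4–hSF-1 LBD chimera plus Gal4-driven luciferase; quantity: 4,000 CHO-K1 cells per well; compound: one dose, 10 µM compound, 1% DMSO; times: 20 h compound treatment, 37 °C; measured by: SteadyLite luciferase luminescence; read-out: percent activation versus DMSO; benchmarks: DMSO and mock-transfected background; replicates: one test per compound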
Ecoli tolC: growth inhibitors of E. coli tolC mutant, primary screen, strain BW25113 ΔtolC::kan, 384-well; 65,000 tested, 2.2% active; AID 573, 2007; OD615; growth inhibition, % at 10 µM (by protocol);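 active = growth inhibition at or above a cutoff equal to the mean over every tested compound plus 3 SD, cut at about 60% in these data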;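 also: growth measured after 20 h incubation at 37 °C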
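signal = optical density read at 615 nm | test system = E. coli ΔtolC::kan strain BW25113 | timing = 20 h compound exposure of bacteria at 37 °C | buffer or medium = LB medium plus 50 µg/mL kanamycin | compound dosing = 10 µM final, single dose | evaluation = % inhibition of E. coli growth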
HTR1E antagonist: 5-HT1E receptor antagonists, primary screen, cell-based, HTS; 5-hydroxytryptamine receptor 1E (Homo sapiens), P28566; CHO 5-HT1E Ga15 NFAT-bla reporter, FRET, antagonist; inhibition, % at 6 µM; 65,000 tested, 0.99% active; AID 571, 2007;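 active = inhibition above a set limit, the mean inhibition across every tested compound plus 3 SD, cut at about 29% in these data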;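 also: signal is the 460 over 535 nm emission ratio of beta-lactamase substrate; 0% = agonist plus DMSO wells and 100% = wells without agonist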
HTR1A agonist: human 5-HT1a receptor agonists, primary screen, cell-based, CHO, Ga15 NFAT-bla reporter. 5-hydroxytryptamine receptor 1A (Homo sapiens), P08908. CHO 5-HT1a Ga15 NFAT-bla reporter, FRET ratio; 0% basal, 100% maximal reference agonist. activation, % at 10 µM. 65,000 tested, 0.56% active;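 active = activation above the screen-wide mean activation plus 3 SD, cut at about 19% in these data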;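 also: 0% = DMSO wells and 100% = 5-CT at EC100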
NADH enzymes: inhibitors of PK/LDH coupling enzymes, profiling panel, artefact control, biochemical, MLSMR library. AID 774, 2007. coupled PK/LDH NADH assays, four targets. 65,000 tested, 0.02% active. IC50, µM (titrated, usually from 10 µM), without a hit: at the top dose inhibition;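 active = single-dose screening hits from any of four coupled enzyme assays that gave an IC50 when retested across doses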;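 also: the DPM-DC format reads NADH fluorescence rather than 340 nm absorbance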
MMP13 inh: human MMP13 inhibitors, primary screen, biochemical, FRET peptide cleavage; inhibition, % at 4 µM; Collagenase 3 (Homo sapiens), P45452; AID 570, 2006; 65,000 tested, 0.07% active; MMP-13 fTHP FRET cleavage, Mca fluorescence;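 active = inhibition above the mean of compound-free control plate wells plus 3 SD, cut at about 14% in these data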;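 also: 0% = DMSO wells and 100% = wells with reference MMP-13 inhibitor after basal subtraction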
* marks the source's active call; other numbers are inactive results; i = inactive; / = not tested or not shown; [ ] = dose if it differs, or a comment.

SMILES | 5-HT1A blocker | RORA act | HTR1E agonist | SF1 activator | Ecoli tolC | HTR1E antagonist | HTR1A agonist | NADH enzymes | MMP13 inh
COC(=O)COc1ccc(S(=O)(=O)NCCC2=CCCCC2)cc1 | -12 | -2 | 0.4 | -10 | 14 | -11 | 1.2 | 3% | 2
Cn1nnnc1SCC(=O)Nc1c(Cl)cccc1Cl | 1 | -13 | -0.1 | -3 | -5 | 0 | -0.9 | 8% | 5
COCCCNC(=O)CCSc1ccc(Cl)cc1 | -3 | 7 | 0.1 | 6 | -7 | -6 | 2.0 | 2% | 0
COc1ccc(S(=O)(=O)N(C)CC(=O)Nc2ccccc2SC)cc1 | -4 | -18 | 0.2 | 10 | 23 | -3 | -1.1 | 2% | 1
COc1ccc(OC)c(S(=O)(=O)N2CCN(c3c(C)cccc3C)CC2)c1 | 20 | -5 | 0.7 | -30 | 65* | 0 | -2.0 | 2% | 6
Cc1cc(NC(=O)c2cccc(N3C(=O)CCC3=O)c2)no1 | -5 | -8 | 0.2 | 0 | -20 | -6 | -3.3 | 5% | 5
Cc1ccc(C)c(N2CCN(C(=O)C3CCCN(S(=O)(=O)c4c(C)noc4C)C3)CC2)c1 (centres undefined) | 4 | -15 | 0.6 | -12 | 22 | -1 | -1.4 | 0% | -6
CCn1c(SCC(=O)Nc2nccs2)nnc1-c1cc2cccc(OC)c2o1 | -5 | -4 | 11* | -1 | -18 | 5 | 0.9 | 7% | -5
CC(=O)Nc1cccc(OCC(=O)NS(=O)(=O)c2ccc(C)cc2)c1 | -256 | -12 | -0.3 | -2 | -3 | 4 | -3.6 | 6% | 4
O=C(COC(=O)c1ccc2c(c1)OCO2)NC1CCS(=O)(=O)C1 (centres undefined) | -5 | -4 | -1.1 | 1 | -12 | 1 | 0.2 | 7% | -6
CC1CC(c2ccccc2)n2nc(N3C(=O)c4ccccc4C3=O)nc2N1 (centres undefined) | -8 | 13 | -0.8 | 26 | -10 | 2 | -3.2 | 1% | 2
CC(C)NS(=O)(=O)c1cc(C(=O)O)ccc1Cl | -9 | -4 | 0.2 | 6 | -7 | -5 | -0.1 | 6% | -2
COc1ccccc1N1CCN(C(=O)C2CCN(S(=O)(=O)c3ccc(Cl)cc3)CC2)CC1 | 1 | -27 | 1.1 | -7 | 9 | 3 | -2.4 | 3% | 4
CN(CC(=O)N1CCc2ccccc21)S(=O)(=O)c1cccs1 | -6 | 52* | 0.8 | 55* | -12 | 11 | -1.2 | 3% | 2
C=CCNc1ccc(F)c(F)c1N1CCCCCC1=O | -1 | 1 | 0.5 | -5 | 5 | 2 | -1.5 | 4% | -1
COc1ccc(OC)c(C(=O)CN2CCN(S(=O)(=O)c3ccc(Br)cc3)CC2)c1 | -6 | -2 | -0.3 | 25 | -4 | -1 | -2.4 | 3% | -3
Cc1ccc(OCc2nnc(SCc3nc4ccccc4[nH]3)n2Cc2ccco2)cc1 | 24 | 21 | -0.2 | 15 | 26 | -6 | -3.4 | 2% | 2
Cc1ccc(N2OC3C(=O)NC(=O)C3C2c2ccco2)cc1 (centres undefined) | 10 | 1 | 0.9 | 6 | -14 | -4 | -2.9 | 7% | 9
CCS(=O)(=O)NCCc1csc(-c2ccccc2)n1 | -2 | 6 | -0.8 | 10 | -9 | -1 | -1.6 | 3% | 3
Cc1cc(=S)cc(C)n1CCCn1ccnc1 | -9 | 4 | 0.3 | -3 | -2 | -10 | 2.7 | 7% | 3
CC1=Nn2c(nnc2-c2ccccc2)SC1 | -4 | -11 | 0.7 | -3 | -17 | 5 | -4.0 | 2% | 2
CCN(C(=O)c1cc(Cl)ccc1OC)c1ccccc1 | 12 | -9 | -0.4 | 12 | 5 | 1 | 0.3 | 4% | -2
O=C(Cn1c(CO)nc2ccccc21)Nc1cc(C(F)(F)F)ccc1N1CCOCC1 | 23 | 11 | -0.1 | 13 | -11 | 19 | -3.2 | 9% | -8
O=C(NC1CCCCNC1=O)c1ccc(Cl)cc1 (centres undefined) | -2 | 17 | 0.1 | 25 | -5 | 2 | 0.6 | 6% | 2

Compound profiles (already shown).
O=C(NC1CCCCNC1=O)c1ccc(Cl)cc1 (centres undefined) in the list: 5-HT1A blocker: -2; RORA act: 17; HTR1E agonist: 0.1; SF1 activator: 25; Ecoli tolC: -5; HTR1E antagonist: 2; HTR1A agonist: 0.6; NADH enzymes: 6%; MMP13 inh: 2
COc1ccc(OC)c(S(=O)(=O)N2CCN(c3c(C)cccc3C)CC2)c1 in the list: 5-HT1A blocker: 20; RORA act: -5; HTR1E agonist: 0.7; SF1 activator: -30; Ecoli tolC: 65*; HTR1E antagonist: 0; HTR1A agonist: -2.0; NADH enzymes: 2%; MMP13 inh: 6

The list continues:
SMILES | 5-HT1A blocker | RORA act | HTR1E agonist | SF1 activator | Ecoli tolC | HTR1E antagonist | HTR1A agonist | NADH enzymes | MMP13 inh
CC(C)OCCCNC(=O)CNC(=O)c1cccs1 | -10 | -16 | 1.3 | -11 | -12 | 4 | -1.6 | 11% | 2
O=C(CN1CCN(Cc2ccc3c(c2)OCO3)CC1)N1CCc2[nH]c3ccc(F)cc3c2C1 | 0 | 15 | -0.4 | 3 | 28 | 4 | 1.3 | 2% | -1
Cn1c(=O)[nH]c2cc(Cl)cnc21 | / | -11 | -0.2 | 7 | 15 | 4 | -0.1 | 5% | -3
CC(=O)c1cccc(NC(=O)CC2Oc3ccc(C)cc3NC2=O)c1 (centres undefined) | -1 | -2 | -0.1 | -8 | 4 | -7 | -1.6 | 2% | 6
Cn1nc(C(=O)NCc2cccnc2)c2ccccc2c1=O | 5 | -15 | -0.4 | 6 | -13 | 6 | -0.4 | 2% | 1
CN(C)/C=N/c1c(C#N)cnn1-c1ncnc2sc(-c3ccccc3)cc12 | 0 | -21 | -0.2 | -8 | 8 | -2 | -0.6 | 9% | -25
COC(=O)C1=C(N)Oc2cc(C)n(Cc3ccncc3)c(=O)c2C1c1cccnc1 (centres undefined) | -11 | -13 | 0.3 | -2 | -20 | -3 | -0.3 | 3% | 2
Cc1ccc(C(=O)Nc2nc3ccccc3s2)s1 | 16 | -19 | -1.1 | -4 | 4 | -4 | -1.7 | 9% | -1
COC(=O)c1ccc(OC)c(CSc2nnc(COc3cccc(C)c3)o2)c1 | 18 | -12 | 0.0 | 4 | 28 | 10 | 0.1 | 2% | 0
Cc1cc(C)c(NC(=O)CCCOC(=O)C2=COCCO2)c(C)c1 | -4 | -12 | 0.3 | -10 | 4 | 11 | 2.4 | 5% | 0
O=C(c1ccco1)N1CCN(C(=O)C2CC(c3ccc(Cl)c(Cl)c3)=NO2)CC1 (centres undefined) | -1 | -11 | 0.3 | -18 | 13 | 2 | 0.4 | 6% | 4
Brc1ccccc1-c1nnc(COc2ncnc3c2cnn3-c2ccccc2)o1 | -7 | 8 | -0.4 | -7 | 3 | -8 | -1.5 | 5% | -1
O=C1CCc2cc(S(=O)(=O)N3CCN(c4cccc(C(F)(F)F)c4)CC3)ccc2N1 | -19 | -22 | 0.8 | -12 | -12 | 16 | -1.1 | 5% | 2
O=C1CC(N2CCN(c3ccc(Cl)c(Cl)c3)CC2)C(=O)N1 (centres undefined) | 0 | -22 | 0.0 | -8 | -2 | 5 | -1.2 | 3% | 6
O=C(O)CCC(=O)N(Cc1cccnc1)Cc1cccc(F)c1 | -6 | 10 | -0.3 | 3 | -25 | 2 | -1.7 | 8% | 0
COc1ccc(OCCSc2nnc(-c3ccoc3C)n2C)cc1 | 2 | -20 | -0.6 | -4 | 10 | -10 | -2.6 | 3% | -1
Cc1ccccc1OCCCCCNCCO | 8 | 7 | -1.1 | -13 | -11 | 1 | 1.3 | 0% | 4
O=c1oc2c(CN3CCCCC3)c(O)ccc2c2c1CCCCC2 | / | 19 | 0.3 | 10 | 2 | 1 | 6.6 | 1%[fluoresces] | i[fluorescence artefact?]
CCOC(=O)N1CCC(=C(C#N)C(=O)Nc2cc(OC)ccc2OC)CC1 | 1 | 19 | -1.5 | -15 | -13 | 9 | -2.8 | 6% | -4
O=C(O)CCc1ccc(-c2cccs2)n1CCC(=O)O | -9 | 7 | -0.5 | 3 | -20 | -6 | -2.1 | 2% | -26
O=C(NCCN1CCOCC1)c1ccncc1 | -5 | 0 | 0.2 | -15 | -20 | 3 | -2.0 | 5% | 4
O=c1c(-c2ccccc2)coc2c(CN3CCOCC3)c(O)ccc12 | -6 | -13 | -0.3 | 3 | -9 | 3 | 2.0 | 5%[fluoresces] | -83[fluorescence artefact?]
CCC(C)NS(=O)(=O)c1ccc(NC(=O)c2c(-c3ccccc3)noc2C)cc1 (centres undefined) | 1 | -2 | 0.3 | 11 | 7 | 4 | -2.1 | 1% | 2
Cc1nc2ccc(F)cc2cc1C(=O)NCC1CCCO1 (centres undefined) | -7 | 25 | -0.1 | -19 | 6 | 0 | -2.5 | 3% | -8
CC1=CC2=NC(=O)CC(C)(C(=O)N(CC(=O)NC(C)(C)C)C3CCCC3)N2C=C1 (centres undefined) | -1 | -7 | -0.5 | -6 | -14 | -12 | 0.2 | 4%[fluoresces] | -106[fluorescence artefact?]
CCOc1ccc(-c2nnn(CC(=O)Nc3cc(OC)cc(OC)c3)n2)cc1OCC | 1 | -15 | 0.9 | -16 | -4 | 14 | 1.2 | 6% | 0
COc1ccc(N2CCN(C(=O)Cc3ccc(-n4c(=O)[nH]c5ccccc5c4=O)cc3)CC2)cc1 | -14 | 0 | -0.4 | -3 | -3 | -3 | -1.6 | 3% | 2
COc1nc(-c2ccccc2)ccc1-c1noc(-c2cccnc2)n1 | -2 | 13 | -2.5 | 10 | 4 | 15 | -4.4 | 12%[fluoresces] | 4
Cn1c(NCc2ccco2)nc2c1c(=O)n(Cc1ccc(Cl)cc1)c(=O)n2C | -8 | 2 | 0.5 | -19 | 10 | 2 | -2.1 | 4% | -1
CCOC(=O)c1c(NC(=O)COC(=O)c2c(C)noc2C)sc2c1CCC2 | 0 | 0 | -0.1 | -13 | 11 | 0 | -1.8 | 2% | 1
COC(=O)c1cc(NC(=O)CC2SCCNC2=O)cc(C(=O)OC)c1 (centres undefined) | -2 | -11 | -0.1 | 11 | -10 | -8 | -0.1 | 2% | 4
Cn1c(NC(=O)c2ccc3c(c2)OCO3)cc(=O)n(C)c1=O | -2 | 8 | -0.5 | -18 | -16 | 3 | -3.4 | 7% | -5
CCN1CCN(C(c2cccs2)C(C)NC(=O)C(C)C)CC1 (centres undefined) | 1 | 12 | 0.3 | -2 | -7 | 4 | -0.9 | 0% | -2

Screens (PubChem)
